Screens: PubChem, Sanford-Burnham Center for Chemical Genomics
TIM10 inh: growth inhibitors of isogenic TIM10 control yeast, primary screen, counter-screen for tim10-1 yeast inhibitor project, luminescence, uHTS; S. cerevisiae TIM10 strain growth, BacTiter-Glo luminescence, 24 h; 1.4% of 330,000 active; inhibition, % at 10 µM;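 active = inhibition of 40% or more at the single tested concentration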;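 note: wild-type TIM10 isogenic control strain grown at permissive 25 °C; 0% = DMSO yeast wells and 100% = minimal medium wells without yeast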
APJ agonist: agonists of human apelin receptor APJ, primary screen, CHO-K1 cells, PathHunter beta-arrestin, luminescence | P35414 | 0% DMSO wells, 100% apelin | activation, % at 20 µM | 0.11% of 330,000 active | AID 2520, 2010;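 active = activation more than six SD over the plate average, tested at 20 µM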;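 note: 0% = DMSO alone and 100% = apelin-13 at 10 nM; some results filed as inactive read as strong as hits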
Target sequence (P35414 whole entry, looked up): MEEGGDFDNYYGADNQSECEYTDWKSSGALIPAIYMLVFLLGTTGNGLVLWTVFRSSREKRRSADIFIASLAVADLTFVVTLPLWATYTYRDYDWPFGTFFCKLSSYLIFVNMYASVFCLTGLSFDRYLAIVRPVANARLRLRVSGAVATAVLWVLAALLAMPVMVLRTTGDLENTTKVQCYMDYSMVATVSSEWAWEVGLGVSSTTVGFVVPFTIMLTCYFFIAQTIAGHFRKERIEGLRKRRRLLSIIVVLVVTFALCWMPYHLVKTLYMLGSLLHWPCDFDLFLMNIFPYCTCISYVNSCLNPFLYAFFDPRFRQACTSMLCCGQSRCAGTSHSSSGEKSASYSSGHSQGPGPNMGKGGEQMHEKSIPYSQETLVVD
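Test system: CHO-K1 APJ beta-arrestin complementation cell line | Compound: Single test compound dose, 20 µM final, 1% DMSO | Incubation: Compound 90 min 25 °C, reagent 1 h | Measured by: beta-gal luminescence | Read-out basis: APJ–arrestin association signal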
NR3A LBD binder: binders of NR3A ligand-binding domain, primary screen, biophysical, differential scanning fluorimetry, uHTS. 2.5% of 340,000 active. NR3A LBD differential scanning fluorimetry, Tm shift; 0% = protein alone, 100% = glycine-bound protein. Glutamate receptor ionotropic, NMDA 3A (GRIN3A) ligand-binding domain. Tm shift relative to glycine control, % at 25 µM;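 active = melting temperature shift of at least 10% of the positive control shift, at one fixed dose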
NALP3 yeast inh: NALP3 inflammasome inhibitors in reconstituted yeast, primary screen, luminescence, uHTS. inhibition, % at 10 µM. 0.39% of 330,000 active. Yeast reconstituted NLRP3/ASC/caspase-1, beta-gal luminescence, 24 h. AID 2825, 2010;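 active = inhibition of 50% or more; inactive = inhibition below 50%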;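 note: plate controls were induced DMSO wells for no effect and uninduced yeast grown without galactose for full effect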
XBP1 UPR activ: activators of adaptive XBP1 UPR arm, primary screen, cell-based, CHO-XBP1 luciferase reporter, luminescence, uHTS; IRE1-XBP1 UPR activation; percent of tunicamycin response, DMSO as zero; activation, % at 20 µM; 0.33% of 330,000 active; AID 463104, 2010;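 active = versus positive control, 20 µM dose yields 30% or more activation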;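 note: 100% = tunicamycin at 10 µg/mL and 0% = DMSO only wells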
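Test system: CHO-XBP1 luciferase reporter cells | Buffer or medium: Serum-containing F12 medium, 10% FBS | Schedule: 6 h compound exposure at 37 °C, 5% CO2 | Detection: Steady-Glo luciferase glow luminescence, 10 min after reagent addition | Read-out basis: Activation, % of tunicamycin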
UPR CHOP act: activators of apoptotic CHOP UPR arm, primary screen, cell-based, CHO-CHOP luciferase reporter, luminescence, uHTS; UPR activation; percent of tunicamycin response over DMSO baseline; activation, % at 10 µM; 0.34% of 330,000 active;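 active = at 10 µM dose, activation of 40% or more, normalized to positive control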;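 note: 100% = tunicamycin at 10 µg/mL and 0% = DMSO alone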
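Dosing – one dose, 10 µM in 0.5% DMSO · System – CHO-CHOP cells, stable luciferase reporter of PERK-eIF2a-CHOP signalling · Input – 500 cells/well · Control set – tunicamycin 10 µg/mL final as positive, DMSO-only wells as negative · Timing – 6 h compound treatment, 37 °C · Measure – % activation vs tunicamycin · Technique – luminescence read with Steady-Glo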
tim23-1 inh: growth inhibitors of tim23-1 mutant yeast, primary screen, luminescence, uHTS. S. cerevisiae tim23-1 growth, BacTiter-Glo luminescence, 24 h. inhibition, % at 20 µM. 1.3% of 330,000 active. AID 463212, 2010;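 active = growth inhibition of the mutant yeast at or above 50%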;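 note: temperature-sensitive mutant grown at 25 °C; plate controls were DMSO-treated mutant yeast for no effect and medium wells lacking yeast for full effect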
Mdm2-MdmX inh: inhibitors of human Mdm2-MdmX association, primary screen, cell-based, luminescence, split luciferase, SaOS-2, uHTS. AID 485346, 2010. inhibition, % at 8 µM. SaOS-2 split-luciferase Mdm2/MdmX complementation. 3% of 330,000 active. Protein Mdm4 (Homo sapiens) + E3 ubiquitin-protein ligase Mdm2 (Homo sapiens), …;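 active = inhibition of at least 50% at 8 µM in the primary screen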
tim10-1 inh: growth inhibitors of tim10-1 mutant yeast, primary screen, luminescence, uHTS; inhibition, % at 20 µM; 2.2% of 330,000 active; AID 463190, 2010; S. cerevisiae tim10-1 ts strain growth, BacTiter-Glo, 24 h;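 active = inhibition of at least 40%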;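 note: mutant grown at 25 °C; 0% = DMSO wells with yeast and 100% = wells holding no yeast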
Active calls of the source: *; nt = not tested or not shown.

| molecule | TIM10 inh | APJ agonist | NR3A LBD binder | NALP3 yeast inh | XBP1 UPR activ | UPR CHOP act | tim23-1 inh | Mdm2-MdmX inh | tim10-1 inh |
| --- | --- | --- | --- | --- | --- | --- | --- | --- | --- |
| C/C=C/Cn1c(N(C)Cc2ccccc2)nc2c1c(=O)[nH]c(=O)n2C | 0 | -1 | -1 | 8 | 3 | 1.1 | 11 | -28 | -3 |
| CC(=O)Nc1ccc(NC(=O)c2ccc(COc3ccc4c(C)cc(=O)oc4c3)cc2)cc1 | -16 | -1 | nt | 18 | 2 | 0.1 | -16 | 17 | 16 |
| CC(=O)Nc1ccc(S(=O)(=O)N(CCc2ccccc2)CC(=O)N/N=C/c2ccc(C(=O)O)cc2)cc1 | 2 | -2 | 2 | 5 | 1 | -1.3 | 10 | -2 | 7 |
| Cc1ccc(N)c(C(=O)CCCCC(=O)O)c1 | -4 | 0 | -2 | 2 | 0 | -1.4 | -4 | -14 | 0 |
| Cn1c(=O)c2cc(NC(=O)c3ccccc3Cl)c(=O)oc2n(C)c1=O | 1 | -2 | -1 | 10 | -6 | -0.7 | 29 | 20 | -9 |
| CCc1ccccc1NS(=O)(=O)c1cc2c3c(c1)CCN3C(=O)CC2 | -3 | -3 | 0 | 22 | 0 | -0.8 | -3 | 16 | -18 |
| NS(=O)(=O)c1ccc(CCNC(=O)c2ccc(Cl)c(S(=O)(=O)NCc3ccco3)c2)cc1 | 0 | -9 | -1 | 13 | -2 | 1.1 | -12 | 30 | -5 |
| O=C(Oc1ccc(-c2cnc3ccccc3n2)cc1)c1cc([N+](=O)[O-])ccc1Cl | -5 | 6 | 0 | 24 | -3 | 5.9 | -4 | -61 | 5 |
| CCn1c(SCc2ccccc2)nc2c1c(=O)[nH]c(=O)n2C | 2 | 0 | -1 | 21 | 1 | 1.0 | 18 | 24 | 9 |
| CC(C)c1ccc(OCC(=O)NC(=S)Nc2ccc3c4c(cccc24)CC3)cc1 | -23 | -2 | 1 | 15 | -1 | -1.6 | -30 | 18 | 4 |
| O=C(CN(Cc1ccccc1F)C(=O)Cn1nnc(-c2cccs2)n1)NC1CCCCC1 | -9 | -3 | 0 | -4 | -1 | -0.4 | -1 | -9 | 21 |
| COc1ccc(C(=O)c2c[nH]c(C(=O)NCCCN3CCOCC3)c2)cc1 | -12 | -3 | -1 | 1 | 4 | -1.5 | -2 | 6 | -2 |
| Cc1cccc(NC(=O)c2cc3c(s2)-c2c(C)cccc2OC3)n1 | 8 | 0 | -1 | 10 | 6 | 1.5 | -18 | 19 | 8 |
| O=C(Nc1cccc2c1CCCC2)C1CCN(C(=O)NC2CCCCC2)CC1 | -12 | -2 | -2 | -3 | 1 | 0.2 | 2 | 5 | 9 |
| Cc1nc(CSc2ccc(Cl)cc2)cc(N2CCOCC2)n1 | 5 | -3 | -1 | -13 | -1 | 2.4 | 25 | -6 | 8 |
| CCC(C)Nc1nc(Cl)nc(N(C#N)CN2C(=O)c3ccccc3S2(=O)=O)n1 (stereo not given) | 10 | -2 | 0 | 7 | 3 | 19 | 17 | 19 | 23 |
| O=[N+]([O-])c1ccc(SCc2ccco2)cc1N1CCOCC1 | 28 | -3 | -1 | -1 | -1 | 1.6 | 45 | 25 | 38 |
| Oc1ccc(C[C@H]2CNCCN2CC2(c3ccccc3)CC2)cc1 | -10 | 6 | 0 | 12 | -2 | -0.6 | 1 | 29 | -10 |
| Cc1cc2c3c(ccc(C)c3n1)N=CN2c1ccccc1 | 12 | -2 | -6 | 23 | 1 | 2.7 | 13 | 24 | 11 |
| Cc1cc(C(=O)Nc2ncn[nH]2)ccc1[N+](=O)[O-] | 13 | 0 | -1 | -7 | 1 | -1.5 | -4 | 21 | 2 |
| COC(=O)C1=C(N)Oc2c(oc(CO)cc2=O)C1c1ccc(F)cc1 (stereo not given) | 2 | -4 | 1 | -14 | -2 | -2.3 | -7 | 21 | -15 |
| COc1cccc(NC(=O)C(=O)NCCc2ccc(F)cc2)c1 | -10 | -7 | 1 | 25 | -2 | 1.3 | -7 | 4 | -5 |
| Cn1nc(C(=O)NNC(=O)CCOc2ccc(C(C)(C)C)cc2)c2ccccc2c1=O | 10 | -4 | 4 | 22 | 1 | 3.1 | 12 | 30 | 15 |
| O=C1c2cc(S(=O)(=O)N(CCO)CCO)ccc2-c2ccc(S(=O)(=O)N(CCO)CCO)cc21 | 0 | 5 | 0 | 17 | 6 | 1.3 | 3 | 2 | -4 |

Record cards, from the list above.
Cc1nc(CSc2ccc(Cl)cc2)cc(N2CCOCC2)n1 as listed: TIM10 inh = 5; APJ agonist = -3; NR3A LBD binder = -1; NALP3 yeast inh = -13; XBP1 UPR activ = -1; UPR CHOP act = 2.4; tim23-1 inh = 25; Mdm2-MdmX inh = -6; tim10-1 inh = 8
CCC(C)Nc1nc(Cl)nc(N(C#N)CN2C(=O)c3ccccc3S2(=O)=O)n1 (stereo not given) as listed: TIM10 inh = 10; APJ agonist = -2; NR3A LBD binder = 0; NALP3 yeast inh = 7; XBP1 UPR activ = 3; UPR CHOP act = 19; tim23-1 inh = 17; Mdm2-MdmX inh = 19; tim10-1 inh = 23
COc1cccc(NC(=O)C(=O)NCCc2ccc(F)cc2)c1 as listed: TIM10 inh = -10; APJ agonist = -7; NR3A LBD binder = 1; NALP3 yeast inh = 25; XBP1 UPR activ = -2; UPR CHOP act = 1.3; tim23-1 inh = -7; Mdm2-MdmX inh = 4; tim10-1 inh = -5

Next compounds
| molecule | TIM10 inh | APJ agonist | NR3A LBD binder | NALP3 yeast inh | XBP1 UPR activ | UPR CHOP act | tim23-1 inh | Mdm2-MdmX inh | tim10-1 inh |
| --- | --- | --- | --- | --- | --- | --- | --- | --- | --- |
| COc1ccc(COn2c(=O)c(C)[n+]([O-])c3ccccc32)cc1OC | 5 | 1 | 0 | 1 | 0 | -1.9 | 89* | -2 | 10 |
| O=[N+]([O-])c1c(NCCO)cc(Sc2nc3ccccc3s2)c2nonc12 | 1 | -7 | -4 | 55* | -6 | -9.3 | 10 | 50* | 43* |
| COc1ccc(N2CC(C(=O)Nc3ccc(F)cc3F)CC2=O)cc1 (stereo not given) | -20 | -4 | -1 | 5 | 2 | -3.8 | 4 | 14 | 8 |
| COc1ccccc1NC1SC(=O)N(c2ccccc2)C1=O (stereo not given) | 30 | -2 | 1 | -4 | 6 | 1.1 | 10 | -29 | 17 |
| O=C(CSc1nc2ccccc2s1)Nc1ccc(Cl)c(C(=O)O)c1 | 2 | 0 | 1 | -4 | -3 | 0.0 | 14 | 17 | 19 |
| Cc1[nH]c(=O)[nH]c(=O)c1/C=N/NC(=O)[C@@H](N)CC(C)C | 2 | -4 | -2 | 15 | 1 | 0.2 | 2 | 9 | 15 |
| Cc1ccc(SC(C)C(=O)O/N=C(\N)c2ccncc2)cc1 (stereo not given) | 2 | 2 | -1 | -17 | -5 | 1.1 | 2 | -3 | 9 |
| CCc1ccc(NC(=O)CC2C(=O)N(c3ccc(OC)cc3)C(=O)N2CCOC)cc1 (stereo not given) | 12 | -1 | -2 | 13 | -3 | 3.6 | 10 | -3 | 1 |
| O=C(Cc1csc(N2CCOCC2)n1)N/N=C/c1ccc(Cl)cc1Cl | 14 | -3 | -1 | 10 | 2 | -1.1 | 35 | -9 | 32 |
| CC(C)=CC(=O)OCc1csc(CC(=O)Nc2ccccc2C)n1 | 11 | 6 | 1 | 15 | -4 | -1.3 | 12 | 1 | 17 |
| Cc1cc(Br)ccc1OCC(=O)NNC(=O)c1ccc(NC(=O)C2CC2)cc1 | 5 | 0 | 1 | 7 | -3 | 0.3 | 4 | 22 | 10 |
| CCCCS(=O)(=O)N1C2=NC(C(=O)OC)=C(C(=O)OC)[C@@H]3N(C)c4ccc(OC)cc4[C@]23C[C@H]1C(=O)OC | 2 | 6 | 1 | 13 | -1 | -0.7 | 7 | 26 | 2 |
| Clc1ccc(C2[C@H]3CN(Cc4cccnc4)[C@H](c4ccccc4)C34CC2(c2ccccc2)C4)cn1 (stereo not given in full) | 17 | -1 | -2 | 9 | -1 | -0.1 | 29 | 9 | 31 |
| COC(=O)CSc1nc(N)c(C#N)c(CC(C)C)c1C#N | 10 | 2 | 1 | 15 | -1 | -0.9 | 15 | -14 | 28 |
| COC(=O)C1C(=O)C2=C(CC1C)NC(C)=C(C(=O)OCc1ccc(OC)cc1)C2c1ccc(C)o1 (stereo not given) | 13 | 2 | -16 | 3 | -2 | 1.8 | 14 | 22 | 13 |
| COc1ccc(N2CCN(S(=O)(=O)c3ccc4c(c3)OCCO4)CC2)cc1 | 8 | -5 | 1 | 30 | 1 | -1.9 | 16 | -2 | 33 |
| CCN(CC(=O)NCc1ccc(Cl)cc1)C(=O)CCOc1ccccc1C | 1 | -8 | 0 | 13 | -2 | -0.4 | 24 | 37 | 20 |
| CS(=O)(=O)c1cccc(S(=O)(=O)N2CCCCCC2)c1 | 3 | -6 | 2 | 3 | 1 | 2.1 | 16 | 7 | 14 |
| CC(=O)NNc1nc(-c2ccc(NC(C)=O)cc2)cs1 | 6 | -1 | 0 | -6 | 4 | 1.4 | -23 | 19 | 7 |
| CN(C)S(=O)(=O)c1cccc(NC(=O)CN2C(=O)NC3(CCc4ccccc4C3)C2=O)c1 (stereo not given) | -7 | -2 | 1 | 6 | 0 | -0.6 | 5 | 2 | 12 |
| CCOC(=O)C1CCN(c2cc(=O)n(Cc3ccc(F)cc3)c(=O)[nH]2)CC1 | -3 | -2 | 1 | 18 | -3 | -1.0 | 8 | 22 | 1 |
| C[C@H](CCC(=O)NCC(=O)O)[C@H]1CC[C@H]2C3[C@H](O)C[C@@H]4C[C@H](O)CC[C@]4(C)[C@H]3C[C@H](O)[C@]12C (stereo not given in full) | 16 | -1 | 0 | -3 | -5 | 0.8 | 1 | 5 | 13 |
| COC(=O)Nc1ccc(C)c(NC(=O)OC)c1 | -1 | -6 | -1 | -17 | -3 | 0.2 | -15 | 10 | 33 |
| CC1Cc2ccccc2N1C(=O)COC(=O)c1ccccc1NCCO (stereo not given) | 4 | 7 | 3 | 27 | 2 | -0.2 | 13 | 9 | 19 |
| CC1=C(C#N)C(c2ccc(O)cc2)C2=C(CCCC2=O)N1 (stereo not given) | -1 | -4 | 0 | 20 | -1 | 1.4 | 12 | -23 | 2 |
| Cc1ccc(-c2csc3ncnc(SCC(=O)O)c23)cc1 | 2 | -1 | -5 | 3 | 0 | -0.8 | 14 | 12 | 7 |
| COc1ccc(CNC(=O)CCC2N=C3c4ccccc4N=C(SCC(=O)NCC4CCCO4)N3C2=O)cc1 (stereo not given) | -1 | -3 | -6 | 8 | -6 | -0.9 | -1 | 10 | 1 |
| CCc1ccc(NC(=O)Cn2nnc(C(=O)NCc3ccc(OC)cc3)c2N)cc1 | -9 | 3 | 25* | 4 | -2 | -0.1 | 3 | 12 | 0 |
